Screening data as filed in PubChem BioAssay.
Growth percent in the NCI-60 one-dose screen (48 h, 10 µM unless noted): 100 = growth as untreated, 0 = no growth, -100 = all killed.
A549/ATCC: A549/ATCC NSCLC | AID 1794740 | hit rate 3.7% among 81,000
CCRF-CEM: CCRF-CEM leukemia. AID 1794778. hit rate 7% among 77,000
HOP-92: HOP-92 NSCLC cells | hit rate 6.3% among 71,000 | AID 1794738
MOLT-4: MOLT-4 leukemia cells; hit rate 6.9% among 80,000
EKVX: EKVX NSCLC. hit rate 3% among 71,000
RPMI-8226: RPMI-8226 leukemia cells | hit rate 7.5% among 77,000
HOP-62: HOP-62 NSCLC | hit rate 3.9% among 80,000
SR: SR leukemia cells; AID 1794780; hit rate 8.7% among 73,000
Active calls of the source: *; nt = not tested or not shown; & = joins results of further samples. Rule for the calls: active = growth percent below 10; inactive = the rest. Compounds were not picked by outcome; about 12% have a hit in one of these screens.

The opening 7 entries (preview)
SMILES	A549/ATCC	CCRF-CEM	HOP-92	MOLT-4	EKVX	RPMI-8226	HOP-62	SR
CN1CC[C@]23C1=NCC[C@@]21C(=Nc2c(Cl)cc(Cl)cc21)Nc1cc(Br)ccc13	105	88	77	85	96	85	94	nt
CCOC(=O)C(Cc1cc(I)c(O)c(I)c1)NC(=O)c1ccccc1 (stereo not given)	84	95	-14*	91	101	89	79	89
COc1cc(CSC(=N)N)cc(OC)c1	91	107	94	74	94	106	95	112
COc1cc(/C=C2\Oc3cc(C)c(Cl)cc3C2=O)ccc1O	101	104	101	108	107	103	110	101
C/C=C1\C(O)CC2C3CCC4=CC(=O)CC[C@]4(C)C3CC[C@]12C (stereo not given in full)	93	104	109	113	92	75	100	114
O=C(O)Cc1ccc2c(c1)CCC2	86	110	100	nt	103	113	92	95
COc1ccc(NC(=O)N2CCN(C(=O)Nc3ccc(OC)cc3)CC2)cc1	102	86	nt	94	105	nt	76	30

The listing, from the start:
SMILES	A549/ATCC	CCRF-CEM	HOP-92	MOLT-4	EKVX	RPMI-8226	HOP-62	SR
CN1CC[C@]23C1=NCC[C@@]21C(=Nc2c(Cl)cc(Cl)cc21)Nc1cc(Br)ccc13	105	88	77	85	96	85	94	nt
CCOC(=O)C(Cc1cc(I)c(O)c(I)c1)NC(=O)c1ccccc1 (stereo not given)	84	95	-14*	91	101	89	79	89
COc1cc(CSC(=N)N)cc(OC)c1	91	107	94	74	94	106	95	112
COc1cc(/C=C2\Oc3cc(C)c(Cl)cc3C2=O)ccc1O	101	104	101	108	107	103	110	101
C/C=C1\C(O)CC2C3CCC4=CC(=O)CC[C@]4(C)C3CC[C@]12C (stereo not given in full)	93	104	109	113	92	75	100	114
O=C(O)Cc1ccc2c(c1)CCC2	86	110	100	nt	103	113	92	95
COc1ccc(NC(=O)N2CCN(C(=O)Nc3ccc(OC)cc3)CC2)cc1	102	86	nt	94	105	nt	76	30
O=C(Nc1nc2ccc([N+](=O)[O-])cc2s1)Nc1cc(Cl)ccc1I	-9.3*	-37*	-32*	-45*	-24*	-41*	-44*	nt
CNc1nc(Cl)nc2c1ncn2-c1ccccc1	99	114	nt	98	49	96	95	82
C#Cc1cccc(Nc2nc3ccc([N+](=O)[O-])cc3nc2Nc2cccc(C#C)c2)c1	-46*	-34*	-25*	-48*	-12*	-22*	-95*	-22*
Cc1nc2cc(Nc3nc(Nc4ccc(F)cc4)nc(N4CCN(C)CC4)n3)ccc2n1Cc1ccccc1	7.2*	-7.1*	2.5*	1.1*	nt	-40*	58	-22*
COc1ccc(Nc2ncccc2C(=O)NCc2cn(Cc3cccc(Oc4ccccc4)c3)nn2)c(OC)c1	39	nt	62	40	46	35	42	30
Nc1c(C(=O)c2ccc(Cl)cc2)sc2nc(-c3cnccn3)cc(-c3cccs3)c12	106	103	90	101	84	108	102	108
COc1ccc(-c2cc(-c3nc4ccc(F)cc4[nH]3)[nH]n2)cc1	77	nt	67	nt	nt	26	93	22
Cc1nnc(-c2ccc3c(c2)nc(/C=C/c2ccccc2)n3C2CCCCC2)o1	53	54	80	43	87	44	83	46
N#CC12C(=O)N=C(N)C1(C#N)C2C(=O)c1ccccc1 (stereo not given)	107	119	110	110	99	110	97	136
O=C(O)CSC(=S)N1CCOCC1	115	97	91	112	102	98	110	102
CN(Cc1cc(Br)cc(Br)c1N)C1CCCCC1	99	96	76	104	103	95	104	93
Nc1nc(NS(=O)(=O)c2ccc(Cl)cc2)ncc1-c1nc2ccccc2[nH]1	94	102	113	105	102	106	100	nt
O=C(NCc1ccccc1)C1CNCC(C(=O)NCc2ccccc2)C1 (stereo not given)	99	104	78	121	95	95	98	117
NCCCCCCNc1cc(-c2cccc(OC(F)(F)F)c2)nc2ccc(N3CCCC3)cc12	17	-32*	39	-21*	65	-38*	-33*	-25*
CCC(O)c1cnc(OCc2ccccc2)nc1OCc1ccccc1 (stereo not given)	79	94	97	97	93	92	109	95
COc1c(O)c(O)cc2c3c(oc12)CC(c1ccc(N(C)C)cc1)CC3=O (stereo not given)	83	63	83	80	87	81	96	70
Cc1cnc(CSc2nc(-c3ccccc3)cn2-c2ccc(Cl)cc2)c(C)c1	85	94	92	80	92	90	103	81
COc1cccc(-c2cc(-c3ccc(OC)c(S(N)(=O)=O)c3)[nH]c(=O)c2C#N)c1	105	93	113	99	102	106	105	93
Cn1c(=O)c2[nH]c(Cc3cccc4ccccc34)nc2n(C)c1=O	83	91	80	92	89	82	96	102
Cc1nc(-[n+]2nc(-c3ccccc3)nn2-c2ccccc2)sc1C	75	nt	nt	78	81	nt	103	61
COc1ccc(-c2nc(-c3c[nH]c4ccccc34)cs2)cc1	108	22	109	75	99	102	111	107
COC1C(O)CC(OC2CC(OC3CC(O[C@@H]4C(=O)c5c(cc6cc(OC7CC(OC8CC(O)C(O)C(C)O8)C(O)C(C)O7)c(C)c(O)c6c5O)CC4[C@H](OC)C(=O)O)OC(C)C3O)OC(C)C2O)OC1C (stereo not given in full)	8.4*	46	20	27	40	19	1.3*	18
COc1ccc2c(c1)N(CC(C)CN(C)C)c1ccccc1S2 (stereo not given)	94	nt	48	83	99	77	82	93
NS(=O)(=O)c1cccc(N2C(=O)c3c(Cl)c(Cl)c(Cl)c(Cl)c3C2=O)c1	106	104	89	97	99	104	92	95
CC(=O)C1=CC[C@H]2[C@@H]3CCC4=CC(=O)CC[C@]4(C)[C@H]3C(=O)C[C@]12C	90	77	87	98	79	87	103	52
c1cncc(-c2nnc(-c3ccncc3)o2)c1	98	106	94	108	104	105	106	nt
COc1cccc(C2CC(=O)N(c3ccc(F)cc3)C3=C2C(=O)OC3)c1 (stereo not given)	101	90	91	94	122	94	99	93
CCCOC(=O)Nc1cc(C)c(NC(=O)CN(CC)CC)c(C)c1	108	109	106	109	98	114	106	107
S=c1[nH]nc(-c2ccc(-n3nc(-c4ccccc4)c4ccccc43)cc2)s1	85	93	87	101	98	85	95	103
CCC(O)CC(CC)CO (stereo not given)	105	96	99	102	94	111	108	108
COc1cc(Nc2c(C#N)cnn3cc(-c4cnn(CC(C)(C)O)c4)cc23)ccc1Cl	52	33	58	37	43	40	46	24
Cc1ccc(S(=O)(=O)C/C(=N/Nc2ccc(S(N)(=O)=O)cc2)c2cc3cc(Br)ccc3oc2=O)cc1	107	74	91	112	nt	108	104	126
N#CCCN(CCc1ccccc1)C(=O)C(Cl)Cl	103	117	123	108	108	109	111	nt
C=CCn1c(SCC(=O)Nc2ccc(C(=O)/C=C/c3cc(OC)c(OC)c(OC)c3)cc2)nnc1-c1ccc(OC)c(OC)c1	91	86	94	85	98	36	108	53
O=C(Nc1ccc(Cl)cc1)Nc1ccc(Nc2nncc3ccccc23)cc1	20	13	nt	-1.6*	21	8.6*	39	17
COc1cc(C2CC(c3ccc(F)cc3)=Nc3c(N)nc(N)nc3N2)ccc1Oc1nc(Nc2ccc(F)cc2)nc(N(C)C)n1 (stereo not given)	59	44	37	1.2*	56	16	86	-22*
CCOC(=O)CN(Cc1ccccc1)c1c(NC2CCCCC2)oc(=O)c2ccccc12	86	87	86	102	nt	91	110	82
NC(=S)N/N=C(/CCN1CCCC1)CC(C1=C(O)C2=CCCCC2OC1=O)c1ccccc1 (stereo not given)	99	49	68	65	63	74	79	nt

Ordered by formula weight (rising): some entries from above.
SMILES	A549/ATCC	CCRF-CEM	HOP-92	MOLT-4	EKVX	RPMI-8226	HOP-62	SR
CCCOC(=O)Nc1cc(C)c(NC(=O)CN(CC)CC)c(C)c1	108	109	106	109	98	114	106	107
Cc1ccc(S(=O)(=O)C/C(=N/Nc2ccc(S(N)(=O)=O)cc2)c2cc3cc(Br)ccc3oc2=O)cc1	107	74	91	112	nt	108	104	126
C=CCn1c(SCC(=O)Nc2ccc(C(=O)/C=C/c3cc(OC)c(OC)c(OC)c3)cc2)nnc1-c1ccc(OC)c(OC)c1	91	86	94	85	98	36	108	53

(continued)
SMILES	A549/ATCC	CCRF-CEM	HOP-92	MOLT-4	EKVX	RPMI-8226	HOP-62	SR
COC(=O)c1ccc(C(=O)Nc2cccc(-c3cc(=O)c4c(OC)c(OC)c(OC)cc4o3)c2)cc1	94	63	85	71	113	49	92	63
Cc1nc2ncccc2c(=O)n1-c1ccc(S(=O)(=O)Nc2ncccn2)cc1	73	99	84	113	93	98	84	99
Cc1ccc(-c2cc(O)c(C(=O)Nc3ccccc3)s2)cc1	92	96	60	95	96	64	103	78
O=C1CCC(NCc2ccc(Cl)cc2)N1 (stereo not given)	92	97	82	103	103	97	99	97
Nc1c(C(=O)Nc2ccncc2)sc2nc3c(cc12)CCCCCC3	77	68	67	70	89	65	97	21
CN(C)CCN(Cc1ccc(Cl)s1)c1ccccn1	98	99	57	104	97	93	89	71
CCO/C([O-])=N\c1c[n+](N2CCOCC2)no1	99	101	103	104	99	105	103	101
CC(C)=C1C=C2CC[C@@H]3[C@](C)(CCC[C@@]3(C)C(=O)O)[C@H]2CC1	nt	106	97	97	93	107	94	99
Cc1ccc(S(=O)(=O)N2CCN(c3oc(-c4ccccc4)nc3C#N)CC2)cc1	74	105	90	nt	89	61	107	nt
CCCCc1oc2ccc([N+](=O)[O-])cc2c1C(=O)c1ccc(C#Cc2ccc(CC)cc2)cc1	102	99	108	93	91	91	102	98
Cc1cc([N+](=O)[O-])c2ccccc2c1N	56	81	80	87	81	81	78	84
COc1ccc(Nc2nnc(-c3csc(N)n3)s2)cc1	104	103	172	96	nt	107	92	90
Cc1ccc(S(=O)(=O)Nc2ccc([N+](=O)[O-])cc2)cc1	91	nt	33	nt	99	111	98	nt
COCc1c(C#N)c(Cl)nc(C)c1[N+](=O)[O-]	77	111	86	97	95	103	78	109
Cc1oc2ccccc2[n+]1C	104	108	88	102	102	108	112	102
CCN(CC)CCCNc1c2ccc(Cl)cc2nc2ccc(OC)cc12	-32*	-10*	-28*	-21*	nt	-21*	nt	-30*
C#CCOC(=O)[C@@H]1CCCN1C(=O)OC(C)(C)C	98	116	nt	104	102	116	108	116
COC(=O)c1cc(=O)nc(NN=C2c3ccccc3-c3ccccc32)s1	47	57	nt	55	nt	30	88	57
NC(=S)Cc1ccccc1	100	105	108	103	98	99	98	98
O=C(O)c1cn(C2CC2)c2cc(N3CCN(Cn4nc(-c5ccccn5)oc4=S)CC3)c(F)cc2c1=O	99	104	93	108	88	102	93	97
COc1ccc2nc(-c3nonc3-n3cccc3)[nH]c2c1	99	103	92	106	nt	102	113	140
O=C(O)c1cn(C2CC2)c2cc(N3CCN(C(=O)CCCN4C(=O)S/C(=C/c5cccc6ccccc56)C4=O)CC3)c(F)cc2c1=O	91	101	87	83	91	94	85	86
[O-][n+]1nc2ccccc2c2ccccc21	95	111	113	103	110	nt	111	102
O=C1NC(=S)NC(=O)C1Cn1c(-c2ccccc2)nc2ccccc21	99	101	103	98	98	103	100	nt
COc1cc2nc(SCC(=O)Nc3cc(OC)c(OC)c(OC)c3)n(-c3ccccc3)c(=O)c2cc1OC	87	82	69	nt	92	nt	nt	nt
O=C(NCc1ccc(Cn2c(=O)sn(CCCl)c2=O)cc1)OCc1ccc2c(Cl)cc(Cl)c(O)c2n1	90	50	69	55	88	88	55	80
Cc1ccc2oc(=O)cc(Cn3cc(CSc4nc5ccccc5o4)nn3)c2c1	110	98	102	104	93	116	105	106
O=C(O)c1ccc(-n2cc(/C=N/Nc3ccccc3)c(-c3cc4ccc(O)cc4oc3=O)n2)cc1	85	75	87	71	79	89	74	104
COc1ccccc1C(OC(C)=O)OC(C)=O	79	113	115	103	99	101	104	89
CCCN(CCC)S(=O)(=O)c1ccc(C(=O)O)cc1	106&105	107&100	102	104&110	97&107	150&109	98&103	121&117
O=C(Cn1cc(CN2CCN(c3ccnc4cc(Cl)ccc34)CC2)nn1)Nc1ccc(Br)cc1	73	81	45	80	65	55	58	76
COC(=O)c1ccc2oc(NC(=O)c3ccc(Nc4ccc([N+](=O)[O-])cc4C)c([N+](=O)[O-])c3)nc2c1	100	107	101	105	80	108	107	111
Cc1nn(-c2c(F)c(F)c(F)c(F)c2F)c(C)c1N=Nc1ccccc1	82	91	110	96	102	97	81	68
COc1cc(C(=O)O)ccc1C	89	117	97	108	110	127	90	104
Clc1c(Cl)c2ccccc2c2ccccc12	104	111	nt	91	nt	101	115	93
COc1ccc2sc3c(NCCCNCCO)nc4ccccc4c3c(=O)c2c1	63	2.4*	31	16	67	nt	77	-47*
Cc1cccc(C[C@H](NC(=O)Nc2ccc(Cl)cc2F)C(=O)N[C@@H]2C(=O)N3C[C@H](O)C[C@H]3C(=O)N3CCN(C)C[C@H]3C(=O)N[C@@H](C)C(=O)N3C[C@H](C)C[C@H]3C(=O)O[C@H]2C)c1	36	57	33	43	71	23	34	45
Cc1ccc(NC(=O)c2ccc(CN3CC[C@H](N(C)C)C3)c(C(F)(F)F)c2)cc1Nc1nccc(-c2cncnc2)n1	1.7*	4.6*	-85*	-4.6*	15	-9.3*	-0.9*	-7.5*
CCC(=O)c1ccc(O)cc1O	87	90	77	79	99	88	78	97
COc1cc2c3c(n(CCCN4CCC[C@H]4C(N)=O)c(=O)c2cc1OC)-c1cc2c(cc1C3=O)OCO2	31	-4.0*	24	nt	36	-26*	-0.2*	nt
C=C1C(=O)O[C@H]2[C@H]1CC/C(COC(=O)c1c[nH]c3ccccc13)=C\CC[C@@]1(C)O[C@@H]21	-7.2*	-0.8*	-60*	-1.8*	-73*	-27*	-43*	-9.9*
CC(CN1CC2CCC(CC2)C1)C(=O)c1cccs1 (stereo not given)	107	107	128	101	93	98	118	119
CCOC(=O)c1ccc2c(c1)[n+](=O)c(C(=O)OC)c(C)n2[O-]	73	68	42	79	36	57	98	38
O=C(/C=C\c1ccccc1)CCN1CCOCC1	95	80	107	82	107	19	107	88
COc1ccc(OC)c(-c2cc(-c3nc(OC)nc(OC)n3)on2)c1	92	98	74	95	96	91	nt	87
